HTR2A ag – mouse HTR2A agonism via beta-arrestin recruitment; 360,000 tested, 0.66% active; activation, % at 7.6 µM; CHO-K1 mHTR2A beta-arrestin complementation, luminescence; percent of 30 µM serotonin response;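 active means activation above a run cutoff, the mean activation of all tested compounds plus 3 SD, cut at about 14% in these data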;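 further: 0% = plate median of compound wells and 100% = 30 µM serotonin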
Target sequence (P35363 whole entry, looked up): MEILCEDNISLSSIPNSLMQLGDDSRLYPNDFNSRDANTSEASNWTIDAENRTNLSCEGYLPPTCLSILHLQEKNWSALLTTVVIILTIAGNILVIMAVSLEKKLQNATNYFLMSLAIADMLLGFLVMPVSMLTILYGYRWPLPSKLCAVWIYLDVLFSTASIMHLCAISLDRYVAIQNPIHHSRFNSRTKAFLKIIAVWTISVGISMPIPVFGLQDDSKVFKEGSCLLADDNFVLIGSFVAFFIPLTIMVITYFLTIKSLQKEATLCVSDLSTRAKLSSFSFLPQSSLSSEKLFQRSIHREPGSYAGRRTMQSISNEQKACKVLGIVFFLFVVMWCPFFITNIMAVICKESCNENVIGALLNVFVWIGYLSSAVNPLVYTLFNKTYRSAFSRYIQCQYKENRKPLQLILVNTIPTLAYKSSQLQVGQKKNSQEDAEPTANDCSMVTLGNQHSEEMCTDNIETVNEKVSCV
PDI turbidity – blocks human protein disulfide isomerase activity. P07237. PDI insulin aggregation turbidity, A650, 90 min. inhibition, % at 10 µM. 350,000 tested, 0.052% active. AID 588391;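 active means mean inhibition across replicates of 30% or more, whatever share of single replicates reach that level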;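 further: absorbance from insulin aggregation driven by PDI reduction with DTT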
MC4R ag barr – agonists of human melanocortin 4 receptor (MC4R) beta-arrestin; activation, % at 8.9 µM; U2OS MC4R beta-arrestin complementation, luminescence; percent of melanotan II response, DMSO zero; 360,000 tested, 0.98% active;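 active means activation above a per-plate cutoff, the mean activation of sample wells on that plate plus 3 SD, cut at about 8% in these data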
Target sequence (P32245 whole entry, looked up): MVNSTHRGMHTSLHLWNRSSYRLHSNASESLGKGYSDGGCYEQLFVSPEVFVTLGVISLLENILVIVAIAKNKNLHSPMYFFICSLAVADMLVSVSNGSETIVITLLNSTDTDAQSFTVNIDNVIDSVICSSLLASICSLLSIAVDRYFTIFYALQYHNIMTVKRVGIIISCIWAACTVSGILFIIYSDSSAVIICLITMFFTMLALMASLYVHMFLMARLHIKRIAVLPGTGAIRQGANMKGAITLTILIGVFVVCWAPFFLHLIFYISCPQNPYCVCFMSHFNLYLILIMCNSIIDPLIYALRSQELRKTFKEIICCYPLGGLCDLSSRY
ABHD5-PLIN5 inh – ABHD5-PLIN5 protein interaction inhibition; Split G. princeps luciferase complementation, luminescence, 4 h; 360,000 tested, 0.78% active; inhibition, % at 4 µM;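 active means inhibition above the mean inhibition across every tested compound plus 3 SD, cut at about 22% in these data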;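 further: 0% = DMSO only wells and the 100% control is not disclosed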
MC4R antag cAMP – blocks human MC4R cAMP signaling | P32245 | MC4R-expressing cells, MTII-stimulated cAMP, LANCE TR-FRET | inhibition, % at 6.5 µM | 360,000 tested, 0.48% active | AID 540295;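 active means inhibition above its plate's cutoff, the mean of tested wells on that plate plus 3 SD, cut at about 29% in these data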;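 further: 0% = Melanotan II alone and 100% = Melanotan II plus saturating MCL0020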
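Test system: U2OS cells stably expressing human melanocortin 4 receptor (MC4R); also added: Melanotan II challenge; compound: 6.5 µM single dose; timing: 30-min compound preincubation, 1-h Melanotan II challenge, 1-h detection, room temperature; signal: Eu-cAMP/anti-cAMP TR-FRET, emission 671 nm; repeats: one well per compound, no replicates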
Granule exo inh – lytic granule exocytosis inhibition | TALL-104 LAMP-1 surface exposure, flow cytometry; cells stimulated with thapsigargin and PMA | inhibition, % at 10 µM | 360,000 tested, 0.66% active | AID 651702;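 active means inhibition above about 55%, limit read from the data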
ABCB6 inh 2 – blocks the human ABCB6 transporter. Q9NP58. K562-ABCB6 porphyrin accumulation, flow cytometry, 1 h; hits give low values. fluorescence ratio to DMSO, % at 10 µM. 360,000 tested, 0.19% active. AID 602162;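 active means fluorescence ratio to DMSO below 75%, the collection mean minus 3 SD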;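 further: signal is porphyrin accumulated inside mitochondria; 100% equals median channel fluorescence of DMSO control wells; lower ratio means ABCB6 inhibition with less porphyrin fluorescence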
CaV13 ICDI inh – Primary screen for inhibitors of IQ motif and Ca2+-dependent inactivation inhibitor domain binding in CACNA1D, Förster resonance energy transfer in living cells, …. HEK cells, CFP/YFP FRET ICDI-IQ, plate reader, 10 min; percent FRET-ratio fall versus neutral wells. AID 743397. inhibition, % at 12.3 µM. 340,000 tested, 0.098% active;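 active means mean replicate inhibition of at least 30% and at least 1% of replicates passing that level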;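 further: 0% = median of the neutral control wells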
Glyco luc inh – blocks N-linked glycosylation in D54 reporter cells; AID 588692; D54 ERlucT glycosylation luciferase reporter, 24 h; percent of 100 nM tunicamycin response; reporter increase, % at 12.5 µM; 360,000 tested, 0.23% active;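 active means mean luciferase reporter signal, scaled so untreated is 0 and the glycosylation-blocking control 100, at or above a set limit in every replicate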;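 further: luciferase carries N-glycosylation sites so blocking glycosylation raises the light; 0% = median of neutral control wells and 100% = median of 100 nM tunicamycin wells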
H9c2 protect – myocardial damage modulation in H9c2 cells. H9c2 cardiomyocytes, H2O2 injury protection, ATPLite, 2 h. protection from H2O2 cell death, % at 20 µM. 360,000 tested, 0.63% active. AID 588492;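 active means compounds giving at least 50% protection of heart cells from peroxide-induced death in the single-dose screen, raw or plate-pattern-corrected value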;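 further: 0% = DMSO wells with peroxide and 100% = DMSO wells without peroxide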
Starred values were filed as active, the others as inactive; . = no result given.

SMILES	HTR2A ag	PDI turbidity	MC4R ag barr	ABHD5-PLIN5 inh	MC4R antag cAMP	Granule exo inh	ABCB6 inh 2	CaV13 ICDI inh	Glyco luc inh	H9c2 protect
COCCNC(=O)c1cccc(Nc2nc(-c3ccccc3)c3cc(Cl)ccc3n2)c1	7	19	-1.1	7	14	4	91	-53	8	30
C#CCN1CC(C)/C(=N/O)CC1C (configuration not stated)	-1	-8	-1.2	16	3	1	99	1	1	6
O=S(=O)(c1ccc(Nc2ccc3c(c2)OCO3)nc1)N1CCOCC1	5	-2	-0.9	3	6	0	96	-4	-1	4
O=C(c1cc2ccccc2cc1OCC(O)CN1CCCCC1)N1CCCCC1 (configuration not stated)	-4	.	-0.3	0	2	1	100	-3	1	16
O=C(c1cc(S(=O)(=O)N2CCOCC2)ccc1F)N(CCc1ccccc1)Cc1ccccc1	-1	5	-3.9	-2	8	17	96	-6	-4	2
O=C(Nc1ccc(Br)cc1)/C(=C/c1cccc([N+](=O)[O-])c1)NC(=O)C1CCCCC1	5	3	-0.8	-5	4	-4	101	-9	-7	-6
CN(Cc1cn(C)nc1-c1cccc(Cl)c1)CC1CCCCO1 (configuration not stated)	-5	2	-2.4	4	6	-1	100	-4	-2	1
CC1CN(C(=O)c2cc(S(=O)(=O)N3CCCC3)c(Cl)cc2Cl)CC(C)O1 (configuration not stated)	4	-4	-0.9	1	11	0	94	-8	0	-4
CCC(CC)c1nnc(NC(=O)CCc2ccccc2OC)s1	4	-7	-1.1	-2	1	-25	93	-2	0	-3
COc1ccc(NC(=O)c2cccnc2)cc1	3	-4	-0.6	1	0	-4	99	-5	1	5
Cn1c(SCc2cccc(Br)c2)nnc1-c1ccncc1	2	8	-0.5	2	2	-3	112	-3	6	-5
Cc1[nH]c2ccc(F)cc2c(=O)c1SC(F)(F)C(F)F	12	4	0.1	-1	-4	0	103	-3	4	-3
CC1(CSc2ccccc2)CC(=O)N1 (configuration not stated)	-1	-6	-1.0	1	-2	-5	95	-5	0	-2
O=C(NCc1n[nH]c(=S)n1-c1ccc(Cl)c(Cl)c1)c1ccc(S(=O)(=O)N2CCOCC2)cc1	-2	9	-1.9	-3	-4	-11	96	-18	0	3
CCOC(=O)C1CCCN(C(=O)COC(=O)c2cc(=O)c3ccccc3o2)C1 (configuration not stated)	0	11	-2.0	-2	6	6	98	-7	1	7
O=C(NNC(=O)c1cc2c(s1)CCCC2)c1ccccc1	3	6	1.6	-7	0	-4	100	5	1	-9
Cc1ccc(-c2nn3c(-c4ccccc4)nnc3o2)cc1	4	8	0.5	2	-6	-3	95	-10	0	-1
CCOCCCNC(=O)c1ccc(NC(=O)C2=CSCCO2)cc1	3	-3	-2.6	-5	1	0	100	-6	1	0
O=C(CSc1ccc2nnc(-c3ccccc3)n2n1)NCc1ccc2c(c1)OCO2	1	-8	0.7	3	24	1	94	-6	2	13
CC(=O)c1c(C)[nH]c(C(=O)OCc2ccc([N+](=O)[O-])cc2)c1C	0	0	0.1	3	28	24	96	-7	6	-15
CC(C)[Si]1(C(C)C)OCC2OC(n3cnc4c(N)ncnc43)C(N)C2O[Si](C(C)C)(C(C)C)O1 (configuration not stated)	-3	9	1.3	5	2	10	89	-5	2	-15
CCCCN(C(=O)c1ccc(C#N)cc1)c1c(N)n(CCC)c(=O)[nH]c1=O	0	-1	-1.3	1	-6	-6	96	-3	2	1
COCCN(C(=O)C(C)C)c1nnc(-c2cccc(C)c2)s1	4	7	-0.6	4	4	1	92	-5	-3	7
Cc1ccccc1NC(=O)NCCc1c[nH]c2ccccc12	1	0	1.0	-3	6	1	97	-1	0	0
CCCC(C)C(=O)Nc1cc(S(=O)(=O)N2CCCCC2)ccc1N1CCOCC1 (configuration not stated)	5	-6	-3.5	6	1	-5	92	-4	0	0
CC(=O)c1ccc2oc3ccccc3c(=O)c2c1	9	-25	-2.1	-2	7	0	97	-8	2	-2
Cc1ccc(F)c(S(=O)(=O)NC(=O)C2(C)CCN2C(=O)Cc2ccc(C(C)(C)C)cc2)c1 (configuration not stated)	5	-7	-1.2	7	16	-1	99	-10	1	8
COc1ccc(NC(=O)COC(=O)c2ccc(-n3nc(C)cc3C)cc2)cc1OC	-3	7	0.3	1	7	1	94	-3	1	-11
COc1ccc(/C=C(/NC(=O)c2ccc([N+](=O)[O-])cc2)C(=O)NC(C)(C)C)cc1	4	7	-1.5	0	11	-4	101	-4	2	-3
O=C(O)CCCC(=O)N(Cc1ccccc1)Cc1ccccc1	0	3	2.4	-5	8	8	102	-5	0	3
Cc1cc(C)nc(SCCS(=O)Cc2ccc(Cl)cc2)n1 (configuration not stated)	-2	12	-0.2	-9	-1	4	105	.	1	-4
CCOC(=O)c1ccc(NC(=S)Nc2ccccn2)cc1	4	2	8.1	11	-2	2	88	-4	2	-20
CC(=O)NC12CC3CC(C1)CC(C(=O)OCC(=O)c1cc(C)n(C)c1C)(C3)C2	-4	8	3.3	6	5	2	96	-6	-13	-7
Cn1cccc1Cc1nnc(SCC(=O)Nc2ccc3c(c2)OCO3)n1-c1ccc(F)cc1	-4	.	0.0	-3	1	-2	100	-11	-1	10
COc1ccc(NC(=O)Cc2nnc(SCC(=O)Nc3cc(C)ccc3OC)n2C)cc1	3	-8	0.1	-5	5	1	95	-4	0	4
O=C(NCCCn1ccnc1)/C(=C/c1ccco1)NC(=O)c1cccs1	0	-1	-1.9	-4	4	2	90	-6	-1	-1
CCN(C(=O)COC(=O)/C=C/c1ccc(O)c(OC)c1)C1CCS(=O)(=O)C1 (configuration not stated)	0	25	-1.1	-2	5	0	98	-3	1	1
COC(=O)c1cc(S(=O)(=O)Nc2cccc(C)c2C)cn1C	-4	-1	1.0	0	16	0	97	-6	0	-8
Cc1ccc(NC(=S)NC(=O)/C=C/c2ccco2)c(O)c1	-5	4	-1.7	6	-5	-3	99	-4	-1	3
CCn1c(N)c(C(=O)NCc2ccco2)sc1=S	2	0	2.4	4	8	1	103	-5	1	3

Some of the entries so far, with two lines to a compound.
The line under a structure holds: HTR2A ag | PDI turbidity | MC4R ag barr | ABHD5-PLIN5 inh | MC4R antag cAMP | Granule exo inh | ABCB6 inh 2 | CaV13 ICDI inh | Glyco luc inh | H9c2 protect
CC(=O)NC12CC3CC(C1)CC(C(=O)OCC(=O)c1cc(C)n(C)c1C)(C3)C2
    -4 | 8 | 3.3 | 6 | 5 | 2 | 96 | -6 | -13 | -7
Cn1cccc1Cc1nnc(SCC(=O)Nc2ccc3c(c2)OCO3)n1-c1ccc(F)cc1
    -4 | . | 0.0 | -3 | 1 | -2 | 100 | -11 | -1 | 10

Next records:
SMILES	HTR2A ag	PDI turbidity	MC4R ag barr	ABHD5-PLIN5 inh	MC4R antag cAMP	Granule exo inh	ABCB6 inh 2	CaV13 ICDI inh	Glyco luc inh	H9c2 protect
O=C(CNS(=O)(=O)c1ccccc1)OCC(=O)c1ccc(F)cc1	-5	-14	-1.6	10	13	-4	93	-6	-2	0
Cc1cccc(S(=O)(=O)Nc2ccc3c(c2)OCCO3)c1	3	3	2.4	4	13	-5	97	-2	2	-10
Clc1ccc(OCCSc2nnnn2C2CCCCC2)cc1	2	0	1.2	0	8	-2	97	.	1	-23
CNc1oc(-c2ccccc2)nc1C#N	2	1	-1.1	3	-2	-2	101	-5	0	5
O=C(Nc1cccc(Cl)c1N1CCCCC1)c1ccc2c(c1)OCCO2	-1	15	-1.6	-3	-1	3	120	-6	1	-2
Cn1cc(C(=O)NCc2ccccc2F)cn1	1	6	-1.0	-14	0	15	101	-2	3	2
Cc1cc(-c2cccc(Br)c2)c(C#N)c(N)n1	-3	-1	-4.5	-7	-8	0	93	-5	0	-11
COc1ccc(/C=c2/sc3n(c2=O)C(c2ccccc2OC)C2=C(N=3)c3ccccc3CC2)cc1O (configuration not stated)	-1	-2	-1.1	-7	-8	3	111	-8	-10	33
Cc1cc(C)n2nc(SCC(=O)c3cc(C)n(CC4CCCO4)c3C)nc2n1 (configuration not stated)	6	-2	-1.1	-3	12	-2	96	1	-2	-21
Cc1cc[n+]2c3c(cccc13)CCC2	0	3	-0.6	3	-3	-3	102	-10	1	-4
COc1cc(C)c(Br)cc1S(=O)(=O)NCCCN1CCOCC1	-4	-8	-0.1	8	-5	-2	97	-3	-2	2
COC(=O)C[C@H](NC(=O)Cn1cc(C)c(=O)[nH]c1=O)C(=O)OC	-3	-4	-1.6	-4	-10	2	100	-6	1	10
CC(=O)Nc1ccc(S(=O)(=O)NC2=NCN(c3ccc([N+](=O)[O-])cc3)CN2)cc1	3	-4	-0.4	1	-1	-8	102	-6	1	3
COc1ccc(S(=O)(=O)N2CCOCC2)cc1NC(=O)CSc1ncnc2ccccc12	2	5	-2.4	1	-3	-1	92	-18	2	14
Cc1ccc(C)c(-n2ccnc2SCC(N)=O)c1	5	-6	-1.1	-2	6	-2	93	-3	2	-1
O=C1N(Cc2cccnc2)C[C@@H]2C[C@@H](c3ccc(-c4ccccc4)cc3)N3CCC[C@@]123	-4	1	-3.2	2	4	2	114	-7	-2	0
O=C(Nc1ccc(F)cc1)N1CCN2C(=O)c3ccccc3C12c1ccccc1 (configuration not stated)	-3	29	1.7	1	0	3	90	.	-2	-8
Cc1ccc(C(=O)CCC(=O)Nc2ccccc2C)cc1C	-4	-7	-0.4	5	10	2	95	24	2	-4
O=C(Cn1ncc2c3ccccc3n(Cc3ccccc3)c2c1=O)NC1CCCC1	3	5	-3.0	-2	2	-4	99	-4	1	-5
NNC(=O)c1ccc(COc2ccccc2)cc1	-5	4	6.7	-6	2	7	127	-5	-1	12
N#Cc1ccccc1NC(=O)c1ccc(-c2ccccc2Cl)o1	-4	2	22*	-5	1	0	95	-6	-1	-6
COCCNC(=S)N1CCCC(CO)C1 (configuration not stated)	8	-2	-1.4	-1	10	0	101	-5	0	9
Cc1ccc(C)c(N(CC(=O)NC2CCCC2)S(=O)(=O)c2ccccc2)c1	-2	1	-2.6	2	6	0	96	-6	-2	1
Cc1cccc(N2C(=O)CCC2=O)c1	1	-7	0.6	8	-5	-2	95	-5	1	-3
Cc1nnsc1SCC(=O)O	0	-4	-0.5	1	2	1	98	.	1	-1
CCc1nccn1S(=O)(=O)c1ccc(Br)cc1Br	4	4	0.5	-8	6	9	201	.	1	-4
CC(C)c1cc(C(=O)O)n[nH]1	2	10	0.4	9	-3	-3	95	.	1	-4
COc1ccc(S(=O)(=O)NCC(=O)N(Cc2ccco2)C(C(=O)NC(C)(C)C)C(C)C)cc1 (configuration not stated)	-4	-10	1.0	-2	20	14	110	-4	1	-5
Cc1cc(C)c(C)c(OCCn2ccnc2)c1	11	-1	1.6	5	-8	0	97	-5	2	-1
Cc1ccc(-c2noc(CCC(=O)Nc3ccccc3N3CCN(C)CC3)n2)cc1	-5	14	-0.7	20	2	6	108	.	-3	5
Cc1cc(F)ccc1S(=O)(=O)N1CCCOC1CNC(=O)C(=O)NCCc1ccco1 (configuration not stated)	7	-7	-0.6	0	4	4	94	-15	-2	5
CCOC(=O)N1CCN(C(=O)C2CCCN(S(=O)(=O)c3ccc(F)cc3)C2)CC1 (configuration not stated)	0	0	0.4	-8	4	-7	98	-20	-1	-2

From PubChem
